# M1 PAM parental: M1 PAM counterscreen hit in parental CHO-K1 cells. ATP EC20, Fluo-8 calcium fluorescence; 0% at ATP EC20, 100% at ATP max. activation, % at 3 µM. hit rate 0.02% among 360,000;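 active = activation above the run cutoff, the mean activation of all test compounds plus 3 SD, cut at about 40% in these data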;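 also: peak over basal fluorescence ratio in a 140 s read after ATP addition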
# V1R ag counter: V1a receptor agonism, counter-screen for OXTR agonists; activation, % at 3 µM; P37288; CHO-V1R cells, Fluo-8 calcium fluorescence, agonist mode; 0% DMSO, 100% 3 nM vasopressin; hit rate 0.25% among 320,000;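 active = activation above the mean activation of all tested compounds plus 3 SD, per screening run, cut at about 20% in these data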;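 also: signal is peak over basal fluorescence ratio across a 100 second FLIPR read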
# Target sequence (P37288 whole entry, looked up): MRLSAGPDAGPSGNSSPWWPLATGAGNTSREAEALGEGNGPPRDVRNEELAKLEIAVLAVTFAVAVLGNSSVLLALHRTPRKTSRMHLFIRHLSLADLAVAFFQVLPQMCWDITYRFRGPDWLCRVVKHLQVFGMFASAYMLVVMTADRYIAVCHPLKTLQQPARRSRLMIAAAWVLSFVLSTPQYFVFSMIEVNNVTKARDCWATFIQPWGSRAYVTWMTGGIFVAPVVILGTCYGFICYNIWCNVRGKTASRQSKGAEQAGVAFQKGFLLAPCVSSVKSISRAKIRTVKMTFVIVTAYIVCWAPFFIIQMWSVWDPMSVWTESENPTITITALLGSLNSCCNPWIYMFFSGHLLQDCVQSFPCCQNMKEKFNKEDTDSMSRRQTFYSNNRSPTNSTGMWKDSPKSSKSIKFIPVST
# TAAR1 antagonist: antagonists of human TAAR1. Q96RJ0. CHO RD-HGA16 TAAR1, Fluo-8 calcium fluorescence, antagonist. hit rate 1.5% among 360,000. inhibition, % at 3 µM;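 active = inhibition above a per-plate cutoff, the mean inhibition of test compounds on that plate plus 3 SD, cut at about 49% in these data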;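 also: 0% = DMSO plus EC80 beta-PEA response and 100% = DMSO alone without agonist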
#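 test system = CHO RD-HGA16 cells bearing hTAAR1 | replication = singlicate | controls = DMSO-only wells and EC80 β-PEA-stimulated wells | reagent = EC80 β-phenethylamine stimulus | read-out basis = percent inhibition of PEA-evoked calcium signal, max/basal emission ratio | schedule = seeding 17-24 h prior, 75-min 37 °C, 30-min RT dye loading | signal = kinetic Fluo-8 calcium fluorescence measurement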
# CHO parental Ca: counter-screen for OX1R antagonists: effect in parental CHO cells | inhibition, % at 5.6 µM | hit rate 0.63% among 330,000 | parental CHO-K1, ATP-induced calcium, Fluo-8 fluorescence | AID 463079;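 active = inhibition above that plate's mean sample inhibition plus 3 SD, cut at about 26% in these data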;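 also: 0% = ATP-challenged DMSO wells and 100% = DMSO wells without ATP; some compounds past the cut are filed as inactive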
#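 material = parental CHO cells | also added = ATP as calcium-mobilizing challenge | dosing = single point at 5.6 µM | detection = intracellular calcium via Fluo-8 no-wash fluorescent dye | read-out = % inhibition | benchmarks = low control ATP plus DMSO, high control DMSO only | repeats = one well per compound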
# CHO-K1 Ca antag: nonselective inhibitor or artifact in parental CHO-K1 cells; ATP-induced calcium, Fluo-8 fluorescence; inhibition, % at 3 µM; hit rate 0.6% among 360,000; AID 602250;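 active = inhibition above a per-plate cutoff, the plate's mean sample inhibition plus 3 SD, cut at about 24% in these data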;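 also: 0% = DMSO plus EC80 ATP and 100% = DMSO alone without ATP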
# M1 ag parental: counter-screen for M1 agonists: effect in parental CHO-K1 cells; Fluo-8 calcium fluorescence; scaled to maximal ATP response, vehicle zero; hit rate 0.48% among 360,000; activation, % at 3 µM; in the data active = activation above about 15%;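 also: untransfected CHO-K1 host cells lacking M1 receptor as counterscreen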
# M1 ag: activates human CHRM1 receptor | hit rate 0.33% among 360,000 | CHO-K1 hM1, Fluo-8 calcium fluorescence, agonist mode; 0% DMSO, 100% acetylcholine EC100 | P11229 | activation, % at 3 µM;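 active = activation above the run's mean compound activation plus 3 SD, cut at about 16% in these data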;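 also: peak over basal fluorescence ratio within a 140 s kinetic read after compound addition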
# Target sequence (P11229 whole entry, looked up): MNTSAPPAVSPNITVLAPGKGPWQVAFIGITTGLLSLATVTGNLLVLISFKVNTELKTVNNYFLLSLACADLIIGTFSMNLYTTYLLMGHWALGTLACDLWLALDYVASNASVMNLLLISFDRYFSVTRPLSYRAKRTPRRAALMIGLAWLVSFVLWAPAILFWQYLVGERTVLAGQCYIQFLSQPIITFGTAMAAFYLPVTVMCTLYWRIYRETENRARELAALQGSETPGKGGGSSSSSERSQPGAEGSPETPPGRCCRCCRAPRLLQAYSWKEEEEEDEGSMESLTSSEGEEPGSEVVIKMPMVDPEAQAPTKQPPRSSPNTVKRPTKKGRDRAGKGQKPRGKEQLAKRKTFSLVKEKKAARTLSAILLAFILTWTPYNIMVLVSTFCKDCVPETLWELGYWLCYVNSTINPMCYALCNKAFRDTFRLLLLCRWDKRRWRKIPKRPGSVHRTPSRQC
# OXTR potentiator: potentiates the human oxytocin receptor response. AID 2445. hit rate 0.061% among 320,000. P30559. activation, % at 3 µM. CHO-OTR cells, Fluo-8 calcium fluorescence, potentiator mode; 0% = oxytocin EC15, 100% = EC100;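 active = activation above that plate's cutoff, the mean activation of tested compounds plus 3 SD, cut at about 6.6% in these data, passing the limit was not always enough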;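 also: 100% uses oxytocin at 75 nM as the full agonist control; some results filed as inactive read as strong as hits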
#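 System: human OTR in CHO cells; Also added: sub-maximal oxytocin, roughly EC15; Timing: compound 6 min at room temperature before oxytocin, 100 s read; Technique: Fluo-8 intracellular calcium fluorescence, ex 470-495, em 515-575 nm; Controls: oxytocin EC15 low and EC100 high; Replication: singlicate.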
# TAAR1 agonist: agonists of human TAAR1 | Q96RJ0 | CHO RD-HGA16 TAAR1, Fluo-8 calcium fluorescence; vehicle wells 0%, saturating PEA agonist 100% | activation, % at 3 µM | hit rate 0.99% among 360,000;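 active = activation above the mean activation of all test compounds in the run plus 3 SD, cut at about 38% in these data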
#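 Repeats: no replicates (n 1) | Material: CHO-derived RD-HGA16 cells with stable Gα16 and human TAAR1 | Technique: Kinetic Fluo-8 calcium fluorescence | Schedule: 17-24 h seeding, 75 min 37 °C dye, 30 min RT | Evaluation: % activation from peak over basal fluorescence ratio, DMSO-to-PEA scaled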
# An asterisk follows results filed as active; x = not tested or not shown.
SMILES	M1 PAM parental	V1R ag counter	TAAR1 antagonist	CHO parental Ca	CHO-K1 Ca antag	M1 ag parental	M1 ag	OXTR potentiator	TAAR1 agonist
COc1cc(/C=C/C(=O)c2ccc(O)cc2)ccc1OCC#N	-10	3.8	0	8	6	1.4	-2	-10	6
CC(=O)Nc1cccc(/C(C)=N/NC(=O)c2ccc(Cl)cc2Cl)c1	15	1.7	15	-12	-14	0.5	-2	-11	2
Cc1ccc(-c2nnc(SCC#N)n2N)cc1	16	-0.3	-14	-4	-13	-0.2	-3	-12	7
CCNC(=S)NNC(=O)c1ccccn1	13	0.4	-7	-2	-12	0.1	-4	2	5
O=C(NCc1ccccn1)Nc1cc(Cl)ccc1Cl	-12	0.4	1	-9	2	0.5	-3	-1	0
O=C(O)C1CCCN(S(=O)(=O)c2ccc(Br)cc2)C1 (configuration not stated)	15	1.4	3	-5	-2	-0.1	-6	-10	10
Cc1ccc(S(=O)(=O)N2CCC(=O)N([C@H](COC(=O)Nc3ccccc3)Cc3ccccc3)CC2)cc1	-4	x	-8	x	-13	-0.2	x	x	-1
OCCN(Cc1ccccc1)CC1CC=CCC1 (configuration not stated)	7	0.2	-11	-13	-18	0.6	-5	4	9
N#Cc1cc(-c2ccccc2)cnc1Sc1ccccc1	10	1.0	9	-12	-4	0.7	-7	-5	5
CN(Cc1ccccc1)C(=O)C1CCN(S(=O)(=O)c2cccc3nonc23)CC1	-5	2.3	-2	-5	10	1.2	-7	-6	1
COc1ccccc1NC(=O)C1CCCN(S(=O)(=O)c2cnc[nH]2)C1 (configuration not stated)	21	-0.2	-4	-4	-7	0.5	-4	-2	0
CCSc1nccc(-c2nn(-c3ccc(C)cc3)ccc2=O)n1	12	0.0	-18	-16	-6	0.6	-5	-9	1
O=C(CC(=O)NCc1cccnc1)NCc1cccnc1	2	0.5	13	2	-7	-0.1	-2	-2	1
CC(C)c1nnc(SCC(=O)NC(C)(C)C)n1C	18	0.9	2	9	2	0.3	-2	0	8
N#Cc1ccc(NC(=O)COC(=O)C2Cc3ccccc3CN2C(=O)c2ccccc2)cc1 (configuration not stated)	6	0.9	1	-17	7	0.2	-3	-5	-1
N/C(=N/O)c1nc(N2CCCC2)nc(N2CCCC2)n1	-6	x	-37	x	0	0.0	-3	x	7
Cc1nn(C)c(C(=O)N/N=C/c2ccc(-c3ccccc3)cc2)c1Cl	7	1.2	9	9	-15	0.8	-4	-7	0
Cc1ccc(NC(=O)C2CCCN2C(=O)OCc2ccccc2)cc1F (configuration not stated)	7	-1.4	-39	-9	-16	3.0	-3	-6	0
Cc1cccc(C)c1Nc1nnc(SCC(=O)NC(=O)c2cccn2C)s1	8	5.2	-13	-5	-2	0.7	-1	-6	-1
NS(=O)(=O)c1ccc(CCNC(=O)COC(=O)/C=C/c2ccc(OC(F)F)cc2)cc1	1	x	-3	x	4	-0.1	-1	x	3
CCSc1nnc(-c2c[nH]c3ccccc23)o1	-7	-0.6	x	0	-4	0.1	-5	-2	x
Cc1cc(NC(=O)c2cc(-c3ccc(OC(C)C)cc3)nc3ccccc23)no1	15	2.3	21	-14	-17	1.1	-9	-6	1
CN(C)S(=O)(=O)c1cccc(COc2ccccc2C(=O)Nc2ccccc2)c1	6	1.9	46	-18	2	6.2	-2	-12	3
COc1cccc(-c2c(-c3cc(OC)cc(OC)c3)n(C)c3ccc(-c4ccc5[nH]ccc5c4)cc23)c1	9	0.4	-7	3	-10	0.3	-2	-3	2
Cc1c(C(=O)N(C)C(C)c2ccccn2)oc2c(F)cccc12 (configuration not stated)	14	-1.3	-27	-6	-8	0.7	-4	-7	-2
O=C(CCN1C(=O)/C(=C/c2ccc(F)cc2)SC1=S)Nc1cc([N+](=O)[O-])ccc1O	-15	2.5	8	-7	-12	0.6	0	-6	10
C=CCOc1ccc(CNc2ccc3[nH]c(=O)[nH]c3c2)cc1OC	24	x	-28	x	-11	0.7	-3	x	0
COc1ccc(-c2sc3cc(OC)c(OC)cc3c2-c2ccc(O)cc2)cc1	-12	0.5	-4	-4	4	0.0	-9	-10	-1
CCN(C(=O)CSc1nc2cc(Cl)ccc2c(=O)n1CC(C)C)C1CCS(=O)(=O)C1 (configuration not stated)	-6	0.8	-6	-10	-2	0.6	-1	-4	0
O=C(O)c1cccnc1SC1CC(=O)N(Cc2ccccc2)C1=O (configuration not stated)	17	1.2	7	-11	-6	0.5	-1	2	1

# Three structures already listed, ordered by length of the SMILES, largest number first:
SMILES	M1 PAM parental	V1R ag counter	TAAR1 antagonist	CHO parental Ca	CHO-K1 Ca antag	M1 ag parental	M1 ag	OXTR potentiator	TAAR1 agonist
O=C(CCN1C(=O)/C(=C/c2ccc(F)cc2)SC1=S)Nc1cc([N+](=O)[O-])ccc1O	-15	2.5	8	-7	-12	0.6	0	-6	10
Cc1nn(C)c(C(=O)N/N=C/c2ccc(-c3ccccc3)cc2)c1Cl	7	1.2	9	9	-15	0.8	-4	-7	0
C=CCOc1ccc(CNc2ccc3[nH]c(=O)[nH]c3c2)cc1OC	24	x	-28	x	-11	0.7	-3	x	0

# Remaining list, next part.
SMILES	M1 PAM parental	V1R ag counter	TAAR1 antagonist	CHO parental Ca	CHO-K1 Ca antag	M1 ag parental	M1 ag	OXTR potentiator	TAAR1 agonist
CC(Oc1ccc(Br)cc1)C(=O)NC1CCN(Cc2ccccc2)CC1 (configuration not stated)	-13	-0.3	1	-16	6	1.3	-8	-5	0
c1ccc(-n2cnnc2SCc2cn3cccnc3n2)cc1	15	0.5	-8	-2	-9	0.9	-3	2	3
COc1ccc(Oc2ccc(NC(=O)c3ccccc3C)cc2)cc1	35	0.2	13	-12	-17	2.1	-10	-12	-1
CCOc1ccc(N2CC(C(=O)Nc3ccc(S(=O)(=O)N4CCCC4)cc3)CC2=O)cc1 (configuration not stated)	11	0.3	-2	-12	-10	-0.2	-11	-7	-3
COC(=O)[C@@]1(Sc2ccc(C)cc2)CC(=O)N[C@@H]1c1ccco1	19	x	2	x	-27	1.0	x	x	3
O=C(Nc1ccccc1)c1ccccc1O	-6	3.7	0	-5	2	1.1	-1	-9	10
Cc1cc(NC(=O)CCC(=O)N(Cc2ccco2)C(C)(C)C(=O)NC2CCCCC2)no1	31	0.5	-5	-20	-17	0.6	0	-4	17
CC(C)(C)NC(=O)Cn1c(=O)n(CC(=O)NC(C)(C)C)c2ccccc21	-5	0.9	19	-6	4	-0.3	-3	-12	3
CN(CC(=O)Nc1ccccc1Cl)C(=O)COC(=O)C1CC1	7	1.2	-13	10	-3	1.2	-2	-1	3
COc1cc(/C=C/CN2CCN(Cc3ccc(C)o3)C(CCO)C2)ccc1O (configuration not stated)	7	1.8	-6	-10	0	0.4	-6	3	8
Cc1cc2nc(C)c3c(n2n1)CCC3	-4	-0.3	-10	4	14	-0.2	-3	-11	0
C=CCn1c(COc2ccccc2)nnc1SCC(=O)Nc1ccc2c(c1)OCCO2	12	2.3	7	-28	1	5.3	1	-5	11
N#CC1=C(N)Oc2n[nH]c(-c3cccs3)c2C1c1cccnc1 (configuration not stated)	1	-1.0	-9	5	-2	0.0	-1	-1	12
CCC(=O)Nc1sc2c(c1C(N)=O)CCN(C(C)=O)C2	27	-0.1	-20	-1	-1	1.8	-3	-1	8
COc1ccc(-c2c3c(=O)n(C)c(=O)n(C)c3cn2N2CCOCC2)cc1	3	-0.1	5	-14	1	-0.1	-2	-14	7
Cc1csc(=Nc2cccnc2)n1CC1CCCCC1	-9	-0.8	0	-15	10	0.1	-7	3	-1
CCOC(=O)N1CCN(C(=O)CCNS(=O)(=O)c2ccc(C)c(C)c2)CC1	-3	-0.9	8	-8	-9	0.1	-3	-7	-1
O=C(NNC(=S)NC(=O)c1ccc(F)cc1)c1ccncc1	5	1.5	-7	-5	-4	1.4	-1	3	6
Cc1cc(C)n2nc(C(=O)OCC(=O)Nc3ccc(F)cc3F)nc2n1	6	-0.8	-15	0	-3	0.7	0	-2	2
CCOc1cc(CNCCO)cc(Br)c1OCc1ccc(Cl)cc1Cl	-6	3.9	-4	19	16	-0.4	0	-18	11
O=C1CC(C(=O)Nc2ccccc2)N=C(N2CCOCC2)N1 (configuration not stated)	29	0.1	-12	-6	-13	1.2	-5	-2	1
COc1ccc(-c2csc3ncn(-c4ccc(C)cc4)c(=O)c23)cc1OC	-1	-0.7	-14	-13	-1	-0.9	-4	4	-2
NC(=O)c1ccc2nc(NC(=O)c3ccc(N)cc3)sc2c1	18	x	11	x	-12	2.0	-4	x	6
C=CCN(CC=C)CCCOc1ccc(Br)cc1Cl	-1	1.0	5	-15	3	-0.1	-10	2	6
Cc1cc(C)nc(SCc2ccc3nonc3c2)n1	9	-1.6	1	-7	-21	-0.3	-8	9	-1
COC(=O)C1CC(O)CN1S(=O)(=O)c1cccs1 (configuration not stated)	14	0.6	1	-8	-16	0.8	-7	-10	8
Cc1ccccc1C1=C/C(=C(\SS/C(C(=O)c2ccc(OCC(=O)O)c(Cl)c2Cl)=C2\C=C(c3ccccc3C)SS2)C(=O)c2ccc(OCC(=O)O)c(Cl)c2Cl)SS1	-4	x	-14	x	-16	-0.1	-1	x	0
CCN(CC)c1ccc2cc(-c3nc(-c4ccc(OC)cc4)cs3)c(=O)oc2c1	x	297*	105*	97*	x	x	x	-21	451*
O=c1cc(CN2CC(O)Cc3ccc4ccccc4c32)nc2sccn12 (configuration not stated)	20	3.0	13	-12	-18	1.5	-2	-8	0
CC1=C(C(=O)OCC(C)C)C(c2ccsc2)NC(=O)N1 (configuration not stated)	25	-0.6	8	-6	-8	0.2	-6	-1	4

# Following part
SMILES	M1 PAM parental	V1R ag counter	TAAR1 antagonist	CHO parental Ca	CHO-K1 Ca antag	M1 ag parental	M1 ag	OXTR potentiator	TAAR1 agonist
CCCn1cc(S(=O)(=O)c2ccc(C)cc2)c(=O)c2cc(OCC)ccc21	-3	-0.8	-13	-12	1	-0.2	-2	-8	-4
CCN(CC)CCCn1c2c(c(SCC(=O)N3CCc4ccccc43)nc1=O)CCC2	0	0.9	-35	-30	-5	0.9	-7	-1	-2
COC(=O)[C@@H](NS(=O)(=O)c1cc(Br)ccc1Br)C(C)C	15	x	-1	x	-18	0.0	-3	x	-2
CC1=NN(c2cc(Cl)c(S(=O)(=O)O)cc2Cl)C(=O)C1	10	x	0	x	-13	0.6	-2	x	1
O=C(Nc1ccc(Br)cc1)c1ccc2ncsc2c1	5	4.9	15	-5	-8	2.5	-2	-7	9

# High-throughput results deposited in PubChem BioAssay by The Scripps Research Institute Molecular Screening Center.
